High-throughput results (PubChem)
KDM4C inh: inhibitors of human demethylase GASC-1 KDM4C; Q9H3R0; GST-KDM4C 2-372, H3K9me3 peptide, LANCE TR-FRET; inhibition, % at 12.5 µM; 0.15% of 96,000 active; AID 720574;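 active means mean replicate inhibition above about 25%, with at least 55% of replicates also reaching it, limit read from the data, passing the limit was not always enough; inconclusive means only one of those two conditions met; inactive means neither condition met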
Target sequence (Q9H3R0 2-372 limits assumed): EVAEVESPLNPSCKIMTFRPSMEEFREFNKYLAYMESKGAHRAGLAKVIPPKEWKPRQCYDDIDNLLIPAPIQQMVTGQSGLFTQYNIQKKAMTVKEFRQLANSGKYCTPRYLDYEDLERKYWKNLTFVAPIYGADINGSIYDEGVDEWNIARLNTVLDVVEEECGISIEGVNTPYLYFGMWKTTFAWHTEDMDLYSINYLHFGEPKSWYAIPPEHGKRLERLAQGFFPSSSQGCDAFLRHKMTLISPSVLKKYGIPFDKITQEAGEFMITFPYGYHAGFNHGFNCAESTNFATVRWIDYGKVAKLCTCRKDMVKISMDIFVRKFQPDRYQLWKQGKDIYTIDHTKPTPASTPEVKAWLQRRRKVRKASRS
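Material: GST-tagged GASC-1 (JMJD2C) catalytic fragment, aa 2-372. Input: enzyme final amount 10 nM. Medium: HEPES buffer, pH 7.5, plus ascorbate. Reagent: H3K9me3 peptide substrate, Fe(II), 2-oxoglutarate. Doses: single dose. Times: reaction 30 min RT, detection step 1 h RT. Measured by: LANCE TR-FRET. Evaluation: Fall in 671/618 emission ratio as inhibition.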
Pf Dd2 growth: P. falciparum Dd2 growth inhibition; SYBR Green, 72 h; stronger effect = lower value; activity change, % at 10 µM; 2.3% of 94,000 active; in the data active means activity change below about -80%; inconclusive means no clear call, values can overlap the other calls
Tcruzi prolif: inhibitors of T. cruzi proliferation; T. cruzi beta-gal in NIH3T3, GalScreen luminescence, 90 h; inhibition, % at 8.34 µM; 5.9% of 77,000 active; AID 624255;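 active means mean inhibition above about 93%, with at least 55% of replicates each passing it, limit read from the data, passing the limit was not always enough; inconclusive means only one of those two conditions holds; inactive means neither condition holds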
C diff HTS: inhibitors of Clostridium difficile growth. 0.25% of 86,000 active. Clostridium difficile clinical isolate growth, OD600, 24 h; stronger effect = lower value. growth activity, negative = inhibition, % at 16 µg/mL (by protocol);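 active means mean growth activity at or below -80% and every replicate also at or below -80%; inconclusive means mean at or below -80% but some replicate above -80%; inactive means mean growth activity above -80%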;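 further: 0% = DMSO wells and -100% = levofloxacin 16 µg/mL wells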
An asterisk follows results filed as active; ? = inconclusive; . = not tested or not shown; & = joins results of further samples.

SMILES	KDM4C inh	Pf Dd2 growth	Tcruzi prolif	C diff HTS
C[C@@H]1CN([C@H](C)CO)C(=O)c2cc(NC(=O)NC3CCCCC3)ccc2O[C@@H](C)CCCCO[C@H]1CN(C)C(=O)Nc1ccccc1	9.7	-46	.	0
COCC(=O)N(C)C[C@@H]1Oc2cc(C#C[C@H](C)O)ccc2S(=O)(=O)N([C@H](C)CO)C[C@H]1C	-0.8	.	43	-3
C[C@H]1CN([C@@H](C)CO)C(=O)c2cc(NC(=O)Nc3ccc4c(c3)OCO4)ccc2O[C@@H]1CN(C)Cc1ccc(C(=O)O)cc1	-1.2	49	79	1
C[C@H](CO)N1C[C@H](C)[C@@H](CN(C)Cc2ccc(Oc3ccccc3)cc2)Oc2ccc(NC(=O)C3CCCCC3)cc2CC1=O	-0.9	-49	56	8
C[C@H]1CN([C@@H](C)CO)C(=O)c2cc(-c3ccccc3)cnc2O[C@@H]1CN(C)C(=O)Nc1ccccc1F	.	-31	-80	-8
C[C@@H]1CN([C@H](C)CO)C(=O)Cc2cc(NS(C)(=O)=O)ccc2O[C@H]1CN(C)Cc1ccc(-c2ccccc2)cc1	-0.8	3	34	46
Cc1ccc(S(=O)(=O)N(C)C[C@H]2Oc3ccc(NC(=O)C4CC4)cc3C(=O)N([C@H](C)CO)C[C@H]2C)cc1	-0.4	16	32	4
CC(C)C#Cc1ccc([C@@H]2[C@@H](CO)N3C(=O)CN(C(=O)NC4CCCCC4)C[C@@H]23)cc1	1.2	-57	.	-18
COc1ccc2c3c(n(C)c2c1)[C@@H](CO)N(C(=O)c1cnccn1)CC31CN(C)C1	1.3	15	.	2
O=C(Nc1ccccc1F)N1C[C@H]2[C@@H](c3ccccc31)[C@@H](CO)N2C(=O)C1CC1	-0.6	3	34	-2
CN(C)C(=O)c1cccc(-c2ccc3c(c2)[C@H]2[C@H](CCN2Cc2ccccc2F)[C@H](CO)N3)c1	0.4	-61	21	-22
C[C@H](CO)N1C[C@H](C)[C@@H](CN(C)Cc2ccc(C(=O)O)cc2)Oc2ccc(NS(=O)(=O)c3ccccc3)cc2C1=O	1.1	6	-61	-5
C[C@@H]1CN([C@@H](C)CO)C(=O)Cc2cc(NC(=O)C3CC3)ccc2O[C@H]1CN(C)Cc1ccc(Oc2ccccc2)cc1	1.3	-54	72	7
C[C@@H]1CN([C@H](C)CO)C(=O)c2cc(NC(=O)CCN3CCOCC3)ccc2O[C@H]1CN(C)S(=O)(=O)c1cn(C)cn1	0.0	-7	79	-5
COc1cccc(NC(=O)N[C@@H]2C=C[C@@H](CC(=O)N3CCN(C)CC3)O[C@@H]2CO)c1	1.0	7	.	0
C[C@H](CO)N1C[C@H](C)[C@H](CN(C)C(=O)C2CCC2)Oc2cc(C3=CCCC3)ccc2S1(=O)=O	3.5	-49	66	-5
CO[C@H]1CN(C)C(=O)c2ccc(NC(=O)c3ccno3)cc2OC[C@H](C)N(C(=O)C2CCC2)C[C@H]1C	1.3	13	62	2
CO[C@H](CN(C)Cc1nccs1)[C@H](C)CN([C@H](C)CO)S(=O)(=O)c1ccc(F)cc1	-0.8	0	7	.
O=C(Nc1ccc(-c2ccccc2)cc1)[C@H]1[C@H](CO)[C@H]2Cn3c(cccc3=O)[C@@H]1N2Cc1ccncc1	-2.5	.	-37	.
CO[C@@H]1CN(C)C(=O)c2cc(NC(=O)C3CCCC3)ccc2OC[C@H](C)NC[C@H]1C	2.4	.	-32	.
C[C@@H]1CCCCO[C@@H](CN(C)C(=O)Nc2ccc3c(c2)OCO3)[C@H](C)CN([C@H](C)CO)C(=O)c2cc(NS(=O)(=O)c3cn(C)cn3)ccc2O1	0.7	-16	13	5
Cc1noc(C)c1NC(=O)N(C)C[C@@H]1Oc2ccc(NS(=O)(=O)c3cccs3)cc2CC(=O)N([C@@H](C)CO)C[C@H]1C	-0.7	4	10	-3
Cc1noc(C)c1NC(=O)Nc1ccc2c(c1)CC(=O)N([C@@H](C)CO)C[C@H](C)[C@H](CN(C)S(=O)(=O)c1c(C)noc1C)O2	0.0	26	6	-4
C[C@H](CO)N1C[C@H](C)[C@H](CN(C)S(=O)(=O)c2ccc(F)cc2)Oc2ncc(-c3cc4ccccc4o3)cc2C1=O	-2.5	-42	88	0
C[C@H](CO)N1C[C@H](C)[C@H](CN(C)S(=O)(=O)c2ccc(F)cc2)Oc2ccc(NS(C)(=O)=O)cc2C1=O	-1.4	1	68	1
Next section
SMILES	KDM4C inh	Pf Dd2 growth	Tcruzi prolif	C diff HTS
C[C@@H]1CN([C@@H](C)CO)S(=O)(=O)c2ccc(C#CC(C)(C)O)cc2O[C@H]1CN(C)C(=O)C1CCC1	0.5	1	.	-5
COCCNC(=O)C[C@@H]1CC[C@@H]2[C@H](COc3ccc(NC(=O)c4cnccn4)cc3C(=O)N2C)O1	3.9	-9	24	-6
COc1cccc(C(=O)Nc2ccc3c(c2)C(=O)N(C)C[C@H](OC)[C@@H](C)CN(CCc2ccccc2)[C@@H](C)CO3)c1	-1.1	-74	91	.
C[C@H](CO)N1C[C@H](C)[C@H](CN(C)S(=O)(=O)c2cccc(F)c2)Oc2ncc(C#CC(C)(C)O)cc2C1=O	-3.7	-28	17	-4
CO[C@@H]1CN(C)C(=O)c2cc(NC(=O)C3CC3)ccc2OC[C@@H](C)N(C(=O)c2cccnc2)C[C@@H]1C	0.8	45	32	.
C[C@H](CO)N1C[C@H](C)[C@@H](CN(C)Cc2ccncc2)OCCCC[C@H](C)Oc2ccc(NC(=O)C3CCCCC3)cc2C1=O	0.8	-8	28	-4
COc1cccc(-c2cnc3c(c2)C(=O)N([C@H](C)CO)C[C@H](C)[C@H](CN(C)C(C)=O)O3)c1	1.1	52	-36	-1
C[C@H]1CN([C@@H](C)CO)C(=O)c2cc(NS(=O)(=O)c3cccs3)ccc2O[C@@H]1CN(C)Cc1ccc(-c2ccccc2)cc1	-0.3	-3	51	-2
C[C@@H]1CCCCO[C@@H](CN(C)C(=O)NC2CCCCC2)[C@@H](C)CN([C@@H](C)CO)C(=O)c2cc(NC(=O)Nc3ccc4c(c3)OCO4)ccc2O1	1.1	9	39	10
C[C@H](CO)N1C[C@H](C)[C@H](CN(C)S(=O)(=O)c2cccc(F)c2)Oc2ncc(Br)cc2C1=O	0.0	-4&2	-3&1	3&0
C[C@H]1CN([C@@H](C)CO)C(=O)Cc2cc(NC(=O)Nc3ccc4c(c3)OCO4)ccc2O[C@H]1CN(C)S(C)(=O)=O	-1.1	10	5	-6
Cc1ccc(-c2cnc3c(c2)C(=O)N([C@@H](C)CO)C[C@@H](C)[C@@H](CN(C)C(=O)c2ccncc2)O3)cc1	0.3	13	16	-4
C[C@H]1CN([C@@H](C)CO)C(=O)c2ccccc2-c2ccccc2CO[C@H]1CN(C)S(=O)(=O)c1ccc(Cl)cc1	0.6	-83*	51	-5
C[C@@H]1CCCCO[C@H](CN(C)S(=O)(=O)c2cn(C)cn2)[C@@H](C)CN([C@@H](C)CO)C(=O)c2cc(NS(C)(=O)=O)ccc2O1	0.7	-25	-51	2
O=C(C1CCCCC1)N1CC2(C1)[C@H](c1ccccc1)[C@H](CO)N2CCC(F)(F)F	-0.6	-12	.	-3
C[C@@H]1CN([C@H](C)CO)C(=O)c2cc(-c3cncnc3)cnc2O[C@@H]1CN(C)C(=O)c1ccccc1F	-0.2	14	92	-1
C[C@H](CO)N1C[C@H](C)[C@@H](CN(C)C(=O)Cc2cccnc2)Oc2cc(C3=CCCCC3)ccc2S1(=O)=O	-1.9	-46	82	-5
Cc1ccc(S(=O)(=O)Nc2ccc3c(c2)C(=O)N([C@@H](C)CO)C[C@H](C)[C@@H](CN(C)Cc2ccc(Cl)c(Cl)c2)OCCCC[C@@H](C)O3)cc1	-0.4	-68	79	.
Cc1ccc(S(=O)(=O)N(C)C[C@H]2Oc3c(NC(=O)C4CCCCC4)cccc3C(=O)N([C@H](C)CO)C[C@H]2C)cc1	.	-26	44	-6
CNC[C@@H]1OCCCC[C@H](C)Oc2ccc(NC(=O)Nc3ccccc3)cc2C(=O)N([C@H](C)CO)C[C@H]1C	-0.3	31	29	2
CC(=O)Nc1ccc2c(c1)C(=O)N(C)[C@@H]1CC[C@@H](CC(=O)N3CCc4ccccc4C3)O[C@H]1CO2	0.7	-9	14	-4
C[C@H]1CCCCO[C@H](CN(C)S(=O)(=O)c2cn(C)cn2)[C@@H](C)CN([C@@H](C)CO)C(=O)c2cc(NS(C)(=O)=O)ccc2O1	0.1	-17	-48	-1
C[C@H](CO)N1C[C@H](C)[C@@H](CN(C)Cc2ccc(-c3ccccc3)cc2)Oc2ccc(NS(=O)(=O)c3ccccc3)cc2CC1=O	-4.1	-70	-36	53
C[C@H](CO)N1C[C@H](C)[C@H](CN(C)C(=O)C2CCCCC2)Oc2ncc(C#Cc3cccc(F)c3)cc2C1=O	-1.6	-86*	120*	.
COc1ccc(S(=O)(=O)N2CC3(CN(Cc4ccccc4OC)[C@H](CO)c4[nH]c5cc(OC)ccc5c43)C2)cc1	-1.0	-46	.	-7
Next part:
SMILES	KDM4C inh	Pf Dd2 growth	Tcruzi prolif	C diff HTS
CO[C@H]1CN(C)C(=O)c2cc(NC(=O)C3CC3)ccc2OC[C@@H](C)N(C(=O)NC(C)C)C[C@@H]1C	0.6	-10	63	.
CN1C(=O)c2cc(NS(=O)(=O)c3ccc(F)cc3)ccc2OC[C@H]2O[C@H](CC(=O)NCC(F)(F)F)CC[C@@H]21	0.3	-13	21	-1
Cc1cccc(S(=O)(=O)N2CCCCN3[C@H](CO)[C@@H](c4ccc(-c5cccnc5)cc4)[C@@H]3C2)c1	-1.2	-21	57	-3
OC[C@H]1[C@@H](c2ccccc2)C2(CN(CC3CC3)C2)N1Cc1nccs1	-0.6	-10	.	5
CN1CCN(C(=O)C[C@@H]2CC[C@@H]3[C@H](COC[C@@H](O)CN3C(=O)c3ccccc3F)O2)CC1	0.1	.	22	-1&-7
Cc1ccc(S(=O)(=O)Nc2ccc3c(c2)C(=O)N([C@@H](C)CO)C[C@@H](C)[C@H](CN(C)C(=O)C2CCCCC2)OCCCC[C@H](C)O3)cc1	-0.1	-27	25	-5
COCC(=O)N(C)C[C@H]1Oc2ncc(/C=C/c3ccccc3)cc2C(=O)N([C@@H](C)CO)C[C@@H]1C	-1.3	31	-3	2
COc1ccc(CN(C)C[C@H]2OCCCC[C@@H](C)Oc3ccc(NC(=O)Nc4cccc5ccccc45)cc3C(=O)N([C@@H](C)CO)C[C@@H]2C)cc1	8.1	-90*	?	-43
C[C@@H]1CN([C@H](C)CO)C(=O)Cc2cc(NC(=O)Cc3ccccc3)ccc2O[C@H]1CN(C)C(=O)Nc1ccc2c(c1)OCO2	0.4	3	10	2
COc1ccc(S(=O)(=O)N(C)C[C@H]2OCCCC[C@@H](C)Oc3ccc(NS(=O)(=O)c4cn(C)cn4)cc3C(=O)N([C@H](C)CO)C[C@H]2C)cc1	8.0	-47	56	-8
CCCNC(=O)N1C[C@@H](C)[C@@H](OC)CN(C)C(=O)c2ccc(NC(=O)C3CCC3)cc2OC[C@@H]1C	0.8	7	44	.
CC(C)NC(=O)N(C)C[C@@H]1Oc2ncc(C#CCc3ccccc3)cc2C(=O)N([C@H](C)CO)C[C@@H]1C	-0.4	-34	34	0
C[C@@H]1CCCCO[C@H](CN(C)C(=O)CCCN(C)C)[C@H](C)CN([C@H](C)CO)C(=O)c2cc(N(C)C)ccc2O1	-0.7	25	-21	2
C[C@H]1CN([C@@H](C)CO)S(=O)(=O)c2ccc(C#Cc3cccnc3)cc2O[C@H]1CN(C)C(=O)Nc1ccc2c(c1)OCO2	-0.8	?	102*	-1
COc1ccc2c3c(n(C)c2c1)[C@H](CO)N(S(=O)(=O)c1ccc(C)cc1)CC31CN(C(=O)c2ccccn2)C1	0.1	-70	.	0
COc1ccccc1S(=O)(=O)N(C)C[C@H]1OCc2ccccc2-c2c(n(C)c3ccccc23)C(=O)N([C@@H](C)CO)C[C@H]1C	-0.1	-68	51	2

One compound at a time, as listed above. Screens in order: KDM4C inh, Pf Dd2 growth, Tcruzi prolif, C diff HTS
CO[C@H]1CN(C)C(=O)c2cc(NC(=O)C3CC3)ccc2OC[C@@H](C)N(C(=O)NC(C)C)C[C@@H]1C across the screens: 0.6, -10, 63, .
COc1ccc(S(=O)(=O)N(C)C[C@H]2OCCCC[C@@H](C)Oc3ccc(NS(=O)(=O)c4cn(C)cn4)cc3C(=O)N([C@H](C)CO)C[C@H]2C)cc1 across the screens: 8.0, -47, 56, -8
C[C@H]1CN([C@@H](C)CO)S(=O)(=O)c2ccc(C#Cc3cccnc3)cc2O[C@H]1CN(C)C(=O)Nc1ccc2c(c1)OCO2 across the screens: -0.8, ?, 102*, -1
CN1C(=O)c2cc(NS(=O)(=O)c3ccc(F)cc3)ccc2OC[C@H]2O[C@H](CC(=O)NCC(F)(F)F)CC[C@@H]21 across the screens: 0.3, -13, 21, -1
OC[C@H]1[C@@H](c2ccccc2)C2(CN(CC3CC3)C2)N1Cc1nccs1 across the screens: -0.6, -10, ., 5

Compounds as they come, and some 6.8% of all compounds hit somewhere here.
